Assay outcomes as filed in PubChem BioAssay.
DENV2 CPE: DENV2-induced cell death inhibition; 350,000 tested, 1.7% active; CPE inhibition, % at 9.99 µM; DENV2-infected cells, cytopathic effect rescue, plate reader; in the data active = CPE inhibition above about 20%, passing the limit was not always enough; inconclusive = no clear call, values can overlap the other calls; tested in BHK-21 cells;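 note: 0% = median of neutral control wells and 100% = median of positive control wells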
EWS-Fli block: blocks EWS/Fli oncoprotein-driven transcription. A673 NR0B1-luciferase reporter, viability-normalised. inhibition, % at 12.6 µM. 350,000 tested, 0.67% active. AID 651661;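 active = mean inhibition of at least 50% after viability correction, with every replicate also passing that limit; inconclusive = mean reaches 50% but only one of two replicates passes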;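 note: firefly luciferase signal divided by Alamar Blue viability fluorescence both relative to DMSO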
CFTR F508del cor: CFTR F508del correction in bronchial cells | CFBE cells, YFP halide quenching; stimulated with forskolin plus potentiator P3; % fluorescence drop versus neutral controls | activity (quench increase), % at 7.58 µM | 350,000 tested, 0.36% active | AID 720511;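 active = mean added fluorescence quench of at least 8% versus neutral control, with both replicates also reaching 8%; inconclusive = only one of the mean or replicate conditions met; inactive = mean below 8% and not both replicates reaching 8%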;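 note: cells transiently co-express mutant CFTR-F508del with the halide-sensitive YFP; corrector assay measuring rescue of mutant channel to the surface after 24 h compound exposure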
ERp5 block: inhibitors of human ERp5 | ERp5 insulin aggregation, absorbance 650 nm, 90 min | inhibition, % at 9.99 µM | Q15084 | 350,000 tested, 0.05% active;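 active = mean replicate inhibition above about 25%, with every replicate also reaching it, limit read from the data, passing the limit was not always enough; inconclusive = only one of those two criteria met; inactive = neither criterion met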
Target sequence (Q15084 whole entry, looked up): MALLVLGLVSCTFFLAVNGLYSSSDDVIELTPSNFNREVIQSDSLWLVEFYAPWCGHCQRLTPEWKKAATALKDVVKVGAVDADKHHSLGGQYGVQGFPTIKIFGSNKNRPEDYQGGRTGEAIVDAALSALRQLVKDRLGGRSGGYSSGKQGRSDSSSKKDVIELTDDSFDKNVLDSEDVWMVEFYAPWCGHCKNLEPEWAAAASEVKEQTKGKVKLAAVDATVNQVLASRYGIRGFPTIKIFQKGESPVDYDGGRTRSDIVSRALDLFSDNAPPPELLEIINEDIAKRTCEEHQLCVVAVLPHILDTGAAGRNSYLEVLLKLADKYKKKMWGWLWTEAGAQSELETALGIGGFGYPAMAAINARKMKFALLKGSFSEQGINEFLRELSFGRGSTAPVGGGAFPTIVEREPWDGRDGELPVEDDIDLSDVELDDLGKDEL
XiGFP reactiv: activators of X-chromosome reactivation in mouse fibroblasts; XiGFP mouse fibroblasts, % GFP-positive cells imaging, 3 d; cells co-treated with 5-aza-dC sensitizer; scaled so ellipticine positive control = 100%; activation, % at 7.58 µM; 360,000 tested, 0.055% active;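 active = mean normalized replicate activation at least 10% and every replicate at or above 10%; inconclusive = only one of the two criteria met; inactive = mean below 10% and not all replicates reach 10%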;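 note: 0% = median of on-plate neutral control wells and 100% = ellipticine 6 µM median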
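assay system = SV40-immortalized XiGFP fibroblast cells, line 68-5-11 | buffer or medium = DMEM plus 5-aza-dC sensitizer | doses = single-point pinned compound dosing | times = 3-day compound exposure, then 15 min fixation at room temperature | benchmarks = positive control ellipticine, 6 µM final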
PAX8 reporter: inhibitors of PAX8 transcriptional activity in RMG-I cells; RMG-I TPO-luciferase reporter, SteadyGlo, 24 h; inhibition, % at 12.6 µM; 360,000 tested, 1.2% active;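 active = mean replicate inhibition at least 60% with every replicate also reaching 60%; inconclusive = only one of the two criteria is met; inactive = mean below 60% and not all replicates reaching 60%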;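 note: luciferase light reporting Pax8 driven TPO promoter activity; plate controls were median of neutral control wells for no effect and mitoxantrone controls for full effect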
INS-1E GSIS act: GLuc luminescence reporter in INS-1E cells, primary screen for activators of glucose-dependent secretion of insulin | AID 743287 | 370,000 tested, 0.61% active | activation, % at 16.6 µM | INS-1E GLuc reporter insulin secretion, 2-3 h;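 active = lowest replicate activation of at least 40%, so every replicate reaches that level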;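 note: 0% = median of neutral control wells and 100% = median of IBMX positive control wells; some compounds called inactive have numbers as strong as hits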
ARNT TACC3 PPI: disrupts binding between human ARNT and TACC3; Q9Y6A5; AlphaScreen His-ARNT PAS-B/GST-TACC3 binding, luminescence; TACC3 fragment carries E629A point mutation; inhibition, % at 9.99 µM; 390,000 tested, 0.66% active; AID 623870;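 active = mean inhibition of replicates at least 50% and at least half of replicates each reaching 50%; inconclusive = half or more replicates reach 50% but mean below 50%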;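 note: 0% = complete ARNT plus TACC3 wells and 100% = ARNT alone without TACC3; many hits fall short of the cut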
The depositor's hits bear a star; ? = inconclusive; . = no result given; & = joins results of further samples; ! = not active in a repeat.

Below each SMILES: DENV2 CPE	EWS-Fli block	CFTR F508del cor	ERp5 block	XiGFP reactiv	PAX8 reporter	INS-1E GSIS act	ARNT TACC3 PPI
Cc1csc(N=Nc2ccc(N(C)C)cc2)[n+]1[O-]
  -1	-14	1.2	-4	0.2	68*	-27	.
Cc1sc2ncnc(N3CCC(C(=O)Nc4ccc(F)cc4Cl)CC3)c2c1C
  -2	6	-0.3	-2	0.0	6	-17	1
O=C(C[C@@H]1C=C[C@H](NC(=O)Nc2ccc3c(c2)OCO3)[C@H](CO)O1)NCc1ccc(F)cc1
  -6	-11	2.9	9	0.3	2	5	7
CCCNC(=O)N(C)C[C@@H]1Oc2cc(-c3ccc(C)cc3)ccc2S(=O)(=O)N([C@@H](C)CO)C[C@H]1C
  0	3	-3.3	-6	-0.4	.	-10	13
CCCCCOC(=O)Nc1ccc(S(=O)(=O)Nn2cnnc2)cc1
  1	-1	-5.9	-1	.	.	3	-4
CCN(CC)S(=O)(=O)c1ccc(C(=O)N2CCc3ccccc32)cc1
  0	-11	0.5	-3	0.0	2	6	3
COc1cc(C(=O)N2CCCCC2c2cc(C(=O)NC(C)C)no2)cc(OC)c1C (stereo not drawn)
  3	18	3.4	-8	-0.1	17	-9	.
CS(=O)(=O)c1ccc(-c2sc3cc4c(cc3c2C(=O)NN2CCOCC2)OCO4)cc1
  1	-9	3.7	-1	0.1	-10	4	-9
COc1ccc(NC(=O)N(C)C[C@H]2Oc3c(NS(=O)(=O)c4c(C)noc4C)cccc3C(=O)N([C@H](C)CO)C[C@H]2C)cc1
  4	-2	0.0	3	0.0	.	8	22
Cc1nc(C)c(-c2ccc(SCc3ccccc3C)nn2)s1
  8	-66	1.1	0	0.1	-27	-19	-11
C[C@@H]1CN([C@@H](C)CO)C(=O)c2ccccc2-c2ccccc2CO[C@@H]1CN(C)S(=O)(=O)c1ccccc1F
  1	10	0.9	5	-0.7	-23	-1	19
O=C(Nc1ccc2c(c1)[C@H]1C[C@@H](CC(=O)N3CCc4ccccc4C3)O[C@@H](CO)[C@H]1O2)Nc1ccccc1F
  -5	5	-1.6	2	0.1	27	-2	-1
COc1ccccc1-c1c(NC(=O)c2ccco2)n(C)c2ccccc2c1=O
  14	-3	-0.3	-6	0.1	-6	22	.
CC(OC(=O)CNC(=O)c1ccc(Cl)cc1)C(=O)NC1CCCCC1C (stereo not drawn)
  0	-6	2.0	2	0.4	-5	7	-1
C[C@H](CO)N1C[C@H](C)[C@H](CN(C)Cc2ccncc2)Oc2c(NC(=O)NC3CCCCC3)cccc2C1=O
  16	0	-2.3	-4	0.1	-5	-7	13
C[C@H]1C=C(C(=O)N2CCN(Cc3ccc4c(c3)OCO4)CC2)O[C@@H](OCc2ccc(CO)cc2)C1
  24*!	1&-1	-0.1&-1.6	-2&0	0.3	-3&15	0	26&0
C[C@H](NC(=O)[C@@H]1CSC2c3ccccc3C(=O)N21)C(=O)NC1CCCC1 (stereo partly drawn)
  -5	5	0.8	0	0.5	-24	1	19
CC1(c2nnc(Cc3ccccc3)o2)CC(c2ccc([N+](=O)[O-])cc2)=NO1 (stereo not drawn)
  31*	3	-3.1	6	0.0	3	-13	23
CC[C@@]1(C(=O)OC)N[C@H](CN(C)C(=O)Nc2ccc(C)cc2)[C@@H]2C(=O)N(C)C(=O)[C@@H]21
  15	-2	3.0	3	-0.1	3	-9	-1
CCC(=O)N1CCN(c2ccc(NC(=O)COc3ccc(C)cc3C)cc2)CC1
  -4	14	1.9	-1	0.0	-6	16	-2
O=C(Cn1ccc([N+](=O)[O-])n1)N1CCc2ccccc21
  -3	-3	0.2	6	0.4	1	-5	-6
COc1ccccc1NC(=O)/C(=N/OCc1ccc(F)cc1)C(C)=O
  3	5	-0.4	6	0.0	15	-1	-5
O=C(N/C(=C\c1cccc([N+](=O)[O-])c1)C(=O)N1CCOCC1)c1cccc(Br)c1
  -1	12	-1.3	8	0.3	13	-26	-1
CCCNC(=O)C[C@@H]1CC[C@H]2[C@@H](COc3ccc(NS(=O)(=O)CC)cc3C(=O)N2C)O1
  7	-1	-0.1	-3	0.2	1	10	3
Cc1ccc(-c2cc(C(=O)Nc3ccc(S(=O)(=O)N4CC(C)OC(C)C4)cc3)[nH]n2)c(O)c1 (stereo not drawn)
  15	18	-0.2	5	0.0	43	40	-3
Cc1ccnc(NC(=O)c2cccc(NC(=O)c3ccccc3C)c2)c1
  -11	-14	0.4	-2	0.0	-27	-6	-1
Cc1cc(C)c2nc(-c3cccnc3)cc(C(=O)Nc3ccc(S(=O)(=O)Nc4onc(C)c4C)cc3)c2c1
  -7	-4	-0.8	-1	0.0	-11	-12	12
COc1ccc2oc(-c3ccccc3)c(C(=O)O)c2c1
  -7	3	-1.2	2	0.1	17	-6	-11
CC(C)NC(=O)Nc1cccc2c1O[C@H](CN(C)Cc1ccc3c(c1)OCO3)[C@@H](C)CN([C@@H](C)CO)C2=O
  .	.	1.4	.	0.0	1	8	.
CCC(=O)Nc1ccc2c(c1)OC[C@H](C)N(Cc1cncnc1)C[C@H](C)[C@H](OC)CN(C)C2=O
  .	-6	1.9	2	0.5	.	12	.
COc1ccc2c(c1)c(C(C)=O)c(C)n2CCc1ccc(OC)c(OC)c1
  -4	-16	5.5	1	0.0	-2	0	2
COc1ccc2nc(C)cc(N3CCN(S(=O)(=O)c4ccccc4F)CC3)c2c1
  -8	7	0.3	0	0.4	1	-6	24
CN(C)CC(=O)Nc1ccc2c(c1)[C@@H]1C[C@@H](CC(=O)NCC3CC3)O[C@@H](CO)[C@@H]1O2
  -9	1	-2.5	3	0.5	-24	-7	-1
CS(=O)(=O)Nc1ccc2c(c1)[C@@H]1C[C@H](CC(=O)NCc3ccncc3)O[C@H](CO)[C@@H]1O2
  -4	-2	-1.9	-10	0.1	-24	26	3
CC(=O)Nc1ccc(S(=O)(=O)N2CCC(C(=O)NC3CC3)CC2)cc1
  -7	-10	-0.9	0	0.0	4	29	1
O=c1cc(-c2cccc(F)c2)[nH]c2ccccc12
  36*	66*	2.6	-5	0.0	57	6	-5
CCN(CC(=O)NCc1cccs1)C(=O)c1ccc(OC)c(S(=O)(=O)N2CCOCC2)c1
  -12	-1	0.7	0	0.1	-10	15	0
N#Cc1ccc(-c2ccc3c(c2)[C@H]2[C@H](CCN2C(=O)C2CCCC2)[C@@H](CO)N3)cc1
  0	2	-1.6	-3	-0.1	.	7	.
Cc1ccccc1N1C(=O)c2cccc([N+](=O)[O-])c2C1=O
  7	1	1.7	-2	-0.1	1	1	-2
CCOC(=O)c1cnc2ncnn2c1N
  6	7	-4.6	0	-0.1	22	.	-10
COc1ccc2c3c([nH]c2c1)[C@@H](CO)N(C(=O)c1cccc(F)c1)CC31CN(C(C)=O)C1
  -11	-4	-1.1	5	0.4	.	22	.
COCC(=O)N1CC2(C1)CN(Cc1cccc(OC)c1)[C@H](CO)c1[nH]c3cc(OC)ccc3c12
  ?	4	-1.6	.	0.2	.	5	.
Cc1ccc(S(=O)(=O)N[C@@H]2C=C[C@H](CC(=O)NCc3ccc(Cl)c(Cl)c3)O[C@@H]2CO)cc1
  4	2	0.4	.	0.4	.	3	.
CC=Cc1ccc2n(c1=O)C[C@H]1[C@H](CO)[C@@H](C(=O)N[C@@H](C)c3ccccc3)[C@@H]2N1CC (mixture of isomers)
  4	-10	.	1	0.0	.	-1	2
CC=Cc1ccc2n(c1=O)C[C@H]1[C@H](CO)[C@@H](C(=O)N3CCC(Cc4ccccc4)CC3)N(CC)[C@@H]21 (mixture of isomers)
  -10	-6	-1.5	2	-0.1	.	-14	-2
CC(C)CC#Cc1ccc2c(c1)O[C@@H](CN(C)C(=O)NC(C)C)[C@@H](C)CN([C@@H](C)CO)S2(=O)=O
  4	5	1.8	7	-1.6	.	-20	17
CC(OC(=O)[C@H](C)NC(=O)c1ccccc1Cl)C(=O)NCc1ccc2c(c1)OCO2 (stereo partly drawn)
  -2	0	0.2	-3	0.1	9	17	.
Cc1onc(-c2ccccc2Cl)c1C(=O)Nc1ccc(S(=O)(=O)N2CCCC2)cc1
  -2	1	0.2	1	4.5	24	-15	-13
COc1cccc(-c2cnc3c(c2)C(=O)N([C@H](C)CO)C[C@H](C)[C@H](CN(C)CC2CCCC2)O3)c1
  2	-12	1.3	-1	-0.8	-29	7	3
Cc1nnc(NC(=O)C(c2ccccc2)c2ccccc2)s1
  12	12	1.6	3	-0.1	-9	14	0
CCCn1c(SCC(=O)NC2CCCC2)nnc1-c1ccccn1
  0	-12	0.2	3	-0.1	-7	23	1
CCNC(=O)Nc1ccc2c(c1)C(=O)N(C)[C@H]1CC[C@H](CC(=O)Nc3ccccc3Cl)O[C@@H]1CO2
  ?	6	1.1	3	0.0	5	7	0
Cc1cccc(C(=O)Nc2ccccc2C(=O)NCc2cccnc2)c1
  -11	2	.	-1	0.0	-13	3	-6
O=C(Nc1ccccc1Cl)C1CCCN1C(=O)OCc1ccccc1 (stereo not drawn)
  -6	-2	-0.2	7	0.1	12	8	-4
Cc1cc(NC(=O)CSc2nnnn2-c2ccc(C)c(Cl)c2)no1
  6	-6	-0.8	2	0.1	-8	15	-23
Cc1noc(C)c1S(=O)(=O)Nc1ccc2c(c1)C(=O)N([C@@H](C)CO)C[C@H](C)[C@H](CN(C)Cc1ccncc1)O2
  16	-5	2.0	-1	-0.4	.	15	-5
Cc1ccccc1-c1ccc2c(c1)O[C@@H](CN(C)C)[C@H](C)CN([C@H](C)CO)S2(=O)=O
  0	15	0.5	1	0.3	.	-1	-2
CC(C)NC(=O)N[C@H]1C=C[C@H](CC(=O)NCCN2CCCC2)O[C@@H]1CO
  -1	3	0.7	-3	0.0	-9	-3	-3
C[C@H]1CCCCO[C@H](CN(C)C(=O)C2CCCCC2)[C@@H](C)CN([C@@H](C)CO)C(=O)c2cc(NS(C)(=O)=O)ccc2O1
  -4	-6	1.7	-2	0.1	17	9	-4
O=C(NCCC1=CCCCC1)C(=O)NCC1OCCCN1S(=O)(=O)c1ccc(F)cc1 (stereo not drawn)
  -5	5	-1.1	-5	0.1	-3	-7	.

(next part)
Below each SMILES: DENV2 CPE	EWS-Fli block	CFTR F508del cor	ERp5 block	XiGFP reactiv	PAX8 reporter	INS-1E GSIS act	ARNT TACC3 PPI
C[C@H]1CN([C@@H](C)CO)C(=O)Cc2cc(NC(=O)Nc3ccc(F)cc3)ccc2O[C@@H]1CN(C)S(=O)(=O)c1ccccc1
  -3	1	-3.0	-3	0.1	.	-9	4
Cc1ccc(S(=O)(=O)N(C)C)cc1NC(=O)C(C)OC(=O)CC1CC2CCC1C2 (stereo not drawn)
  6	0	-0.3	1	-0.1	0	-7	.
COc1cc(/C=C/C(=O)OCC(=O)N2c3ccccc3NC(=O)C2(C)C)cc(OC)c1OC
  11	12	-5.2	3	0.1	13	-41	6
CCCNC(=O)N1[C@H](CO)[C@@H](c2ccccc2)[C@@H]1CNC(=O)c1ccccc1
  -12	1	-0.6	-1	0.3	0	-1	-2
Cc1ccc(-n2ncc3c(=O)n(CC(=O)NCc4ccco4)cnc32)cc1C
  -1	8	3.8	0	0.0	13	-14	1
